Compound activity from PubChem BioAssay.
Shn3 3UTR inh: inhibitors of Schnurri-3 3'UTR reporter in osteoblasts; AID 588674; hit rate 0.52% among 360,000; Clone20 osteoblast Shn3 3'UTR firefly luciferase, 24 h; inhibition, % at 12.5 µM;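 active = mean inhibition of at least 75% with every replicate also reaching 75%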;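 note: 0% = median of neutral control wells and 100% = pilot-screen positive control compound; some compounds past the cut are filed as inactive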
HIF-2a block: inhibitors of HIF-2a; 786-0 RCC cells HIF-2a reporter, luciferase luminescence, overnight; inhibition, % at 18.8 µM; hit rate 0.72% among 360,000; AID 624352;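 active = inhibition of the luminescence signal of 40% or more relative to plate controls, in a single-dose primary screen at 18.75 µM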
NR2E3 ag-1: activates human photoreceptor nuclear receptor NR2E3; hit rate 0.12% among 320,000; AID 2300; inhibition of corepressor binding, % at 4.78 µM; GST-NR2E3/biotin-RetCOR TR-FRET, 1536-well;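 active = percent inhibition above the cutoff of mean plus 3 SD of all tested compounds, set per screening campaign, cut at about 20% in these data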;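 note: 0% = DMSO wells and 100% = biotin wells as full block of FRET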
Target sequence (Q9Y5X4 whole entry, looked up): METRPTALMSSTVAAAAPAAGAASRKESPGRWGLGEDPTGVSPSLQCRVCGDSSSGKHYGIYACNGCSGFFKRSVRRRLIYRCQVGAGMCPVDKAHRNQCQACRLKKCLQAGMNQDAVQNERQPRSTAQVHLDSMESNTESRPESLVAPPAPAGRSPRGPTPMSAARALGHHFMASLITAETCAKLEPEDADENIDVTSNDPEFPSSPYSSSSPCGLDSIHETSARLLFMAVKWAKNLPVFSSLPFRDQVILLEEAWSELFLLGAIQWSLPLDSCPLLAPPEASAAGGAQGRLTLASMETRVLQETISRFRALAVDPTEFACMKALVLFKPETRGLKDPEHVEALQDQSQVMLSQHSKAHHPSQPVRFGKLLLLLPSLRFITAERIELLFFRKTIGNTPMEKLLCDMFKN
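Material – GST-tagged NR2E3 plus biotinylated RetCOR corepressor · Quantity – NR2E3 fusion 1.35 nM · Times – 5 h incubation at 4 °C · Medium – pH 7.5 Tris-based buffer · Technique – TR-FRET, Eu(K)-anti-GST donor, streptavidin-D2 acceptor, ex 340, em 617/671 nm · Benchmarks – high control biotin, low control 0.6% DMSO · Format – 1536-well plates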
KKLEB cytotox: counter-screen for CF NF-kB inhibitors: cytotoxicity; KKLEB CF airway cells viability, ATPlite luminescence, overnight; stronger effect = lower value; cells stimulated with P. aeruginosa culture filtrate; activity change (cytotoxicity), % at 5 µM; hit rate 0.36% among 360,000; AID 602141;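 active = corrected activity change at or below -50% at 5 µM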
C8 TRAIL sens: sensitizes caspase-8 expressing cells to TRAIL. NB7+C8 cells + TRAIL, ATPlite viability luminescence. inhibition (viability loss, TRAIL sensitization), % at 10 µM. hit rate 1% among 360,000;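 active = compounds causing at least 50% loss of cell viability in the single-dose screen, relative to plate controls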
CF NFkB inh: cystic fibrosis NF-kB activation inhibition | hit rate 0.86% among 360,000 | inhibition, % at 5 µM | KKLEB NF-kB-GFP reporter, PAF-induced, GFP fluorescence overnight;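 active = at least 50% inhibition at 5 µM, scaled per plate between neutral and stimulator controls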;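 note: PAF is a Pseudomonas aeruginosa culture filtrate used as stimulus; plate controls were PAF-stimulated DMSO wells for no effect and unstimulated DMSO wells for full effect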
TRPM1 prom inh: MITF TRPM1 promoter inhibition in SK-MEL-5 cells. hit rate 0.83% among 330,000. AID 488899. SK-MEL-5 TRPM1 promoter luciferase, 24 h. inhibition, % at 12.5 µM;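 active = mean inhibition across replicates of 60% or more, whatever share of single replicates reaches that level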; note: values of inactives mirror those of a sister screen read the other way
Peg3 prom inh: inhibitors of Peg3 promoter; HeLa PEG-Prom luciferase reporter, luminescence, overnight; inhibition, % at 20 µM; hit rate 1.7% among 360,000;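 active = inhibition of at least 50% at 20 µM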
EBV LMP1 NFkB: Epstein-Barr LMP1 NF-kappaB reporter inhibition. inhibition, % at 12.5 µM. LMP1-induced NF-kappaB luciferase reporter cells, luminescence. hit rate 0.69% among 350,000; in the data active = inhibition above about 41%;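 note: 0% = neutral control wells and 100% = reference inhibitor control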
NR2E3 ag-2: activates human NR2E3 receptor | Q9Y5X4 | CHO-S Gal4-NCOR/VP16-NR2E3 two-hybrid, luciferase | inhibition of corepressor binding, % at 3.98 µM | AID 602229 | hit rate 0.35% among 360,000;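 active = inhibition above the mean of all tested compounds plus 3 SD, cut at about 70% in these data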;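 note: 0% = DMSO with NR2E3 transfected cells and 100% = cells lacking NR2E3 construct; higher means lower luciferase signal from less NR2E3 corepressor binding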
iPSC survival up: enhancers of human iPSC single-cell survival | hiPSC single-cell survival, ATPlite luminescence; 100% = ROCK inhibitor wells, 0% = DMSO | survival enhancement, % at 20 µM | hit rate 0.044% among 360,000; in the data active = survival enhancement above about 18%;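 note: cells exposed to compounds for 16 hours before the ATP read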
Active calls of the source: *; · = not tested or not shown. The list is partial; count on the stated rates, not on these rows.

SMILES	Shn3 3UTR inh	HIF-2a block	NR2E3 ag-1	KKLEB cytotox	C8 TRAIL sens	CF NFkB inh	TRPM1 prom inh	Peg3 prom inh	EBV LMP1 NFkB	NR2E3 ag-2	iPSC survival up
COc1ccc(C(O)(C(C)C)C(CN2CCOCC2)c2ccccc2)cc1 (configuration not stated)	11	-27	·	5	8	-8	8	-44	6	-21	-0.3
COc1ccc(CS(=O)(=O)CC(C)(O)c2ccc(Cl)cc2)cc1 (configuration not stated)	9	23	0	-4	-16	-1	3	-14	8	9	-0.3
Cc1cc(Cl)c(S(=O)(=O)NCC2CCCO2)cc1OCC(N)=O (configuration not stated)	0	8	2	-4	-3	9	-7	7	-2	-3	1.4
COC(=O)Nc1ccc(OCc2ccccc2)cc1	-11	-310	4	8	25	-14	-50	-234	-11	-81	-0.3
Cc1noc(C)c1C(=O)NNc1cc(Cl)ccc1Cl	-25	-31	4	-7	9	21	-2	-34	-10	-2	0.8
O=C1C(=O)N(Cc2ccncc2)C(c2ccccc2F)/C1=C(\O)c1ccc2c(c1)OCCO2 (configuration not stated)	-5	-22	7	17	-4	-31	-13	-9	-10	1	0.1
c1ccc(C2CC(c3ccccc3)C(c3ccccc3)N2)cc1 (configuration not stated)	-2	-4	9	-5	5	12	1	-2	-5	-39	0.1
COc1ccc2c(c1)CCc1cc(C(=O)O)sc1-2	-1	5	2	-7	-2	-4	15	2	-3	-34	-0.4
Cc1cc(N2CCN(c3ccccn3)CC2)n2c(nc3ccccc32)c1C#N	11	17	·	-20	28	19	6	34	7	-12	-0.9
O=C(Nc1ccccc1N1CCOCC1)c1ccc2c(c1)OCO2	-3	2	3	-4	0	23	8	4	5	5	-0.7
CCOc1ccc(S(=O)(=O)NC(Cc2cnc[nH]2)C(=O)O)cc1 (configuration not stated)	8	22	-4	-8	0	11	8	7	-3	-27	-0.1
Cc1cc(=O)[nH]c(N/N=C/c2ccccn2)n1	89*	-97	-1	-3	43	25	29	19	16	-33	-0.2
Cc1ccc(Cc2c(-c3ccc(Cl)cc3)nc3ccc(Cl)cn23)cc1	-37	-219	·	-22	7	22	·	-68	-8	-45	-2.5
CCc1ccc2oc(C(=O)Nc3nonc3CC)c(C)c2c1	-132	-297	0	-1	24	4	-88	-291	-36	2	-0.6
CCOC(=O)c1c(NC(=O)CC2SC(N)=NC2=O)sc2c1CCC(C)C2 (configuration not stated)	4	29	2	-2	-8	-27	11	12	6	-24	2.7
O=C(c1cc(C(=O)c2ccco2)cc(C(=O)c2ccco2)c1)c1ccco1	6	20	1	-12	0	28	0	19	3	15	-1.1
CN1C(=O)/C(=C/c2ccccc2Cl)Sc2ccc(C(=O)NCc3cccnc3)cc21	18	-15	-2	-14	-5	4	5	22	-4	4	-0.3
CCCCNC(=O)c1[nH]c(C)c(C(C)=O)c1C	19	9	-1	7	-13	-16	11	-5	-2	-29	2.6
O=C(Nc1ccc(O)cc1)N1CCOCC1	8	11	0	16	-6	-11	15	7	4	-15	-0.2
Clc1cccc(Cc2c(-c3ccccc3)nc3c4ccccc4ccn23)c1	13	-91	·	-14	-1	-7	·	-83	·	-52	1.2
COc1cccc(OCc2cc(C(=O)N(Cc3ccccc3)CC3CC3)no2)c1	11	7	-1	9	25	27	-12	11	-5	7	-0.4
CCOc1ccccc1NC(=O)CCCCCN1C(=O)[C@@H]2Cc3ccccc3CN2C1=O	18	9	1	-1	-11	-9	0	-1	-14	0	-0.2
CCCCSc1nc2sc3c(c2c(=O)n1-c1ccccc1)CCN(C)C3	-8	1	-3	5	-20	-20	0	-12	1	-1	-0.7
O=C(CCc1nc2ccccc2c(=O)[nH]1)NC1CCN(Cc2ccccc2)CC1	-33	11	-2	-2	18	4	5	12	-8	8	-0.8
CC(=O)Cn1c(=O)c2c(nc3n2CCCN3Cc2ccccc2)n(C)c1=O	2	9	2	-1	-5	11	14	1	3	-32	-0.3
COc1ccc(NC(=O)c2cc(C3CCCCN3C(=O)C3CC3)on2)c(C)c1 (configuration not stated)	-15	4	·	0	-7	3	·	-3	·	-20	-1.3
O=C(NC(=S)Nc1ncccn1)c1ccc(Cl)cc1Cl	-69	-305	1	-9	-1	-16	-73	-312	-28	-80	-0.4
COc1ccc(S(=O)(=O)N2CCN(C(=O)N(C)C)C2C)cc1 (configuration not stated)	-4	9	-3	12	0	-9	6	3	-9	-11	-0.1
CCOc1ccc(C2CC(c3ccc(CC)cc3)Nc3nc(N)nn32)cc1 (configuration not stated)	-13	-171	1	10	7	-10	-19	-139	-20	-17	-2.6
O=C(N/N=C/c1cccnc1)c1cccc(NC(=O)c2ccc(Cl)cc2)c1	6	-5	-2	6	-10	12	-5	-2	-7	2	1.4
CCCCN1C(=N)N([C@@H](C)CN2CCC[C@H]2CN2C(N)=NC[C@@H]2Cc2ccccc2)C[C@H]1Cc1ccccc1	26	-3	·	4	-18	-6	·	-33	-14	17	-2.0
Cc1noc(C)c1NC(=O)N(C)C[C@@H]1OCc2cnnn2CCCC(=O)N([C@@H](C)CO)C[C@H]1C	-9	9	·	7	-12	-8	·	0	-5	-21	-1.1
NC1=NC2CS(=O)(=O)CC2S1 (configuration not stated)	-7	8	-4	7	3	20	-6	0	2	8	2.1
COc1cc(-c2coc3c(C(=O)NCc4ccc(N(C)C)cc4)cccc23)ccc1O	19	-53	·	-34	11	-9	·	-27	·	-111	13
CSc1ncccc1C(=O)OCC(=O)N(C)Cc1ccc(C)cc1	-3	5	·	2	2	-6	·	-2	1	13	1.8
COCCNC(=O)C1CC2Cn3c(nc4cc5ccccc5cc43)C2N1C (configuration not stated)	-6	-26	0	8	9	-1	-6	43	1	-9	0.6
COC(=O)c1cn(C(=O)c2cc(OC)c(OC)c(OC)c2)c2ccccc12	11	-9	5	-16	7	16	-7	-19	-9	13	-0.1
CCN(CC)c1ccc(NC(=O)c2ccc3c(c2)c(C)c(C)n3C)cc1	7	-95	0	-12	-5	0	1	-36	-7	-39	-2.1
COc1ccc(Br)c2oc(SC)cc(=O)c12	81	-6	2	16	18	-28	-2	-4	-3	-5	-0.7
COc1ccc(C2c3[nH]c4ccccc4c3C[C@H]3C(=O)N(c4ccccc4C(=O)N4CCC[C@H]4C(=O)O)C(=O)N23)cc1 (some centres not stated)	-2	12	2	4	-14	16	14	18	-3	-41	0.1
Cc1ccc(O)c(CNc2nc3ccccc3n2C(C)C)c1	21	5	6	-1	-5	2	5	6	-3	-47	1.2
COc1ccccc1NS(=O)(=O)c1ccc(Cl)c(NC(=O)C(C)N2C(=O)c3ccccc3C2=O)c1 (configuration not stated)	1	17	2	-1	15	4	8	3	3	-14	0.6
Cc1cc2c(ncn2C(C)C)c(NS(=O)(=O)c2ccc(F)cc2)c1C	5	6	-1	-12	5	-16	4	17	-1	23	2.3
Cc1cc(=O)n2nc(N3CCCC(C(=O)NCc4ccc(Cl)cc4)C3)sc2n1 (configuration not stated)	3	7	-4	-1	5	-2	0	15	-4	-4	0.0
COc1cc(C(C)=O)ccc1Oc1ncnc2c1cnn2-c1ccc(C)c(C)c1	15	-50	0	12	-1	-17	1	-69	7	-29	2.4
CC(C)(C)C(=O)NC(n1cnc2c(N3CCOCC3)ncnc21)C(Cl)(Cl)Cl (configuration not stated)	-1	13	-2	7	-1	-2	2	-4	-5	1	0.0
COC(=O)CCCC(=O)N1CCCC(CCC(=O)NCc2ccc(F)c(F)c2)C1 (configuration not stated)	12	-13	2	2	-7	10	-8	-25	4	-6	-1.1
CC(=O)N1CCc2[nH]c3ccccc3c2C1	16	-2	0	1	-10	-13	8	-3	7	-9	-2.4
CCC1CN(C(=O)N2CCC(C(=O)Nc3ccccc3OC)CC2)c2ccccc2O1 (configuration not stated)	22	3	1	1	-6	2	4	13	1	-16	0.4
CN(CC(=O)Nc1cccc(F)c1)C(=O)c1ccccc1Cc1ccccc1	9	2	3	-7	-1	-10	-7	18	0	-14	0.2
O=C(CSc1ccc(-c2ccccn2)nn1)N1CCCCC1	-20	-128	-1	11	2	-6	-30	-82	-11	-58	-0.4
COc1ccc(Oc2cn[nH]c2-c2ccc(OC)cc2O)cc1	-14	-15	2	0	-7	9	19	12	-3	-63	-0.3
CCOC(=O)c1oc2ccccc2c1NC(=O)c1ccco1	10	-13	-3	5	-10	-15	6	11	8	-9	0.3

Some of the entries so far, with values under each structure:
The line under a structure holds: Shn3 3UTR inh, HIF-2a block, NR2E3 ag-1, KKLEB cytotox, C8 TRAIL sens, CF NFkB inh, TRPM1 prom inh, Peg3 prom inh, EBV LMP1 NFkB, NR2E3 ag-2, iPSC survival up
> Cc1ccc(O)c(CNc2nc3ccccc3n2C(C)C)c1
    21, 5, 6, -1, -5, 2, 5, 6, -3, -47, 1.2
> COc1ccccc1NS(=O)(=O)c1ccc(Cl)c(NC(=O)C(C)N2C(=O)c3ccccc3C2=O)c1 (configuration not stated)
    1, 17, 2, -1, 15, 4, 8, 3, 3, -14, 0.6
> Cc1cc2c(ncn2C(C)C)c(NS(=O)(=O)c2ccc(F)cc2)c1C
    5, 6, -1, -12, 5, -16, 4, 17, -1, 23, 2.3
> Cc1cc(=O)n2nc(N3CCCC(C(=O)NCc4ccc(Cl)cc4)C3)sc2n1 (configuration not stated)
    3, 7, -4, -1, 5, -2, 0, 15, -4, -4, 0.0
> COc1cc(C(C)=O)ccc1Oc1ncnc2c1cnn2-c1ccc(C)c(C)c1
    15, -50, 0, 12, -1, -17, 1, -69, 7, -29, 2.4
> CC(C)(C)C(=O)NC(n1cnc2c(N3CCOCC3)ncnc21)C(Cl)(Cl)Cl (configuration not stated)
    -1, 13, -2, 7, -1, -2, 2, -4, -5, 1, 0.0
> COC(=O)CCCC(=O)N1CCCC(CCC(=O)NCc2ccc(F)c(F)c2)C1 (configuration not stated)
    12, -13, 2, 2, -7, 10, -8, -25, 4, -6, -1.1
> CC(=O)N1CCc2[nH]c3ccccc3c2C1
    16, -2, 0, 1, -10, -13, 8, -3, 7, -9, -2.4
> CCC1CN(C(=O)N2CCC(C(=O)Nc3ccccc3OC)CC2)c2ccccc2O1 (configuration not stated)
    22, 3, 1, 1, -6, 2, 4, 13, 1, -16, 0.4
> CN(CC(=O)Nc1cccc(F)c1)C(=O)c1ccccc1Cc1ccccc1
    9, 2, 3, -7, -1, -10, -7, 18, 0, -14, 0.2
> O=C(CSc1ccc(-c2ccccn2)nn1)N1CCCCC1
    -20, -128, -1, 11, 2, -6, -30, -82, -11, -58, -0.4
